mcGAS lum: blocks mouse cGAS activity; Q8C6L5; inhibition, % at 12.5 µM; recombinant cGAS, Kinase-Glo ATP depletion luminescence; hit rate 0.15% among 160,000; AID 1259399;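 also: 0% = negative control wells and 100% = reference inhibitor with no enzyme activity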
hcGAS lum: human cGAS inhibition; Q8N884; hit rate 0.081% among 290,000; recombinant h-cGAS, ATP depletion, Kinase-Glo luminescence; inhibition, % at 12.5 µM;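 also: 0% = vehicle reaction and 100% = reaction without DNA for no activity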
Target sequence (Q8N884 whole entry, looked up): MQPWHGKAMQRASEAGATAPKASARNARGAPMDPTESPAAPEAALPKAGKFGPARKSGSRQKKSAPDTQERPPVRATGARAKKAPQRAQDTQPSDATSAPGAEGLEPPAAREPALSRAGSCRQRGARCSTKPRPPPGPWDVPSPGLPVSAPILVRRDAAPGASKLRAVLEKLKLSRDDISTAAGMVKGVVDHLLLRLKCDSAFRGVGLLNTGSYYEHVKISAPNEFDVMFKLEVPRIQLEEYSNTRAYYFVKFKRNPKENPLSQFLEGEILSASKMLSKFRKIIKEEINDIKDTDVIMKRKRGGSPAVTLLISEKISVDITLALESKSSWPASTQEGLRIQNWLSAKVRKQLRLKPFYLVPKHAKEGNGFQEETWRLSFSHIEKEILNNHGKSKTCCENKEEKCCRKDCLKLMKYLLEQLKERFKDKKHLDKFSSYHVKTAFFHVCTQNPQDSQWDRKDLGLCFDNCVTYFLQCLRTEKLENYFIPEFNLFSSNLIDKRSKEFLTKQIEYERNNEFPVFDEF
NPYLR7 ag: mosquito NPYLR7 agonism; HEK293T NPYLR7/Galpha15, GCaMP6s calcium fluorescence; activation, % at 10 µM; hit rate 0.15% among 270,000; in the data active = activation above about 40%;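 also: 0% = vehicle and 100% = reference agonist at the receptor; some compounds past the cut are filed as inactive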
An asterisk follows results filed as active; & = joins results of further samples. Rule as the data show it, unless noted: active = inhibition above about 40%; inactive = the rest.

For Cc1csc(NC(=O)c2ccc(COc3cccc4c3OC(C)(C)C4)cc2)n1 the results were hcGAS lum 2 and NPYLR7 ag -4.
`CC(C)CN(CC(C)C)C(=O)c1ccc(-n2nc(-c3cccc(C(F)(F)F)c3)cc2N)cc1` gave mcGAS lum -4, hcGAS lum -7 and NPYLR7 ag -11.
COc1ccc2[nH]c3c(c2c1)CCN(C(=O)c1ccc(OC(F)(F)F)cc1)C3COCc1ccccc1 (stereo not drawn) was read as mcGAS lum -8, hcGAS lum -19 and NPYLR7 ag 13.
Screening CC(C)Oc1nc(-c2ccco2)n(-c2ccc(N)cc2)n1 returned hcGAS lum -5 and NPYLR7 ag -1.
Screening Cc1ccc(S(=O)(=O)NCCc2nnc3ccc(SCc4ccccc4F)nn23)cc1 returned mcGAS lum -6, hcGAS lum -4 and NPYLR7 ag 3.
Screening Nc1cc(-c2ccc(Cl)c(Cl)c2)nn1-c1ccc(C(=O)NCCc2c[nH]c3ccccc23)cc1 returned mcGAS lum -6, hcGAS lum -4 and NPYLR7 ag 1.
Screening CCOC(=O)N1CCC(NC(=O)c2cc3cccnc3n(C(C)C)c2=O)CC1 returned mcGAS lum -4, hcGAS lum -2 and NPYLR7 ag 3.
`CCc1c(CN2CCC(C)CC2)csc1C` gave hcGAS lum -7 and NPYLR7 ag 2.
For CCCNC(=O)COC(=O)c1ccc(-c2cccc(C(F)(F)F)c2)o1 the results were hcGAS lum -3 and NPYLR7 ag 14.
CCCCN(C(=O)CCl)c1c(N)n(CCCC)c(=O)[nH]c1=O was read as mcGAS lum -8, hcGAS lum -4 and NPYLR7 ag -7.
For O=[N+]([O-])c1ccc2c(cnn2C(F)F)c1 the results were hcGAS lum -4 and NPYLR7 ag -3.
`CCC(=O)NCCc1nc2ccccc2n1Cc1cc(C)ccc1C` gave hcGAS lum -10 and NPYLR7 ag -7.
`CCc1ccccc1NC(=O)N(Cc1ccc(OC)c(OS(C)(=O)=O)c1)C(C)C` gave mcGAS lum 1, hcGAS lum 16 and NPYLR7 ag -11.
For c1ccc2c(c1)CCN(C1CCCN(C3CCN(c4ccc5c(c4)OCO5)CC3)C1)C2 (stereo not drawn) the results were hcGAS lum -6 and NPYLR7 ag 10.
For O=C(CSc1ccc2nnc(-c3ccccc3)n2n1)NC1CCCCC1 the results were mcGAS lum -4, hcGAS lum -1 and NPYLR7 ag 0.
Screening CSCC(=O)N[C@H]1C[C@@H](C(=O)O)N(C(=O)COCC(=O)N2C[C@@H](NC(=O)c3cccn3C)C[C@H]2C(=O)O)C1 returned mcGAS lum -8, hcGAS lum -7 and NPYLR7 ag -6.
`Cc1nnc2c(C(=O)NCCc3cccc(F)c3)cccn12` gave hcGAS lum -3 and NPYLR7 ag -5.
For CC1=NN(C(=O)c2ccc(Cl)cc2)C(O)(c2ccccc2)C1 (stereo not drawn) the results were mcGAS lum -3, hcGAS lum 2 and NPYLR7 ag -6.
`O=C(N[C@@H]1CCCCC1NC(=O)C1CCN(C(=O)c2ccc(Cl)cc2Cl)CC1)c1ccccc1` (stereo partly drawn) gave mcGAS lum 1, hcGAS lum -3 and NPYLR7 ag -11.
`Cn1ccnc1SCCNC(=O)C1CCC(=O)N(CCc2ccccn2)C1` (stereo not drawn) gave mcGAS lum -6, hcGAS lum -7 and NPYLR7 ag -1.
CCCN(Cc1cccc(Cl)c1)C(=O)CCSC was read as hcGAS lum -5 and NPYLR7 ag -5.
For Cc1nnc(NC(=O)CSc2nc(=O)n(N3CCN(C)CC3)c3c2CCCC3)s1 the results were mcGAS lum -7, hcGAS lum -6 and NPYLR7 ag -3.
Screening CCCNC(=O)C(NC(=O)CC(C)C)C1CCN(C(=O)Nc2cccc(Cl)c2)CC1 (stereo not drawn) returned mcGAS lum -3, hcGAS lum -4 and NPYLR7 ag 10.
CCCN(C(=O)C1CC1c1cnn(C)c1)c1cccc2ccccc12 (stereo not drawn) was read as hcGAS lum 2 and NPYLR7 ag -3.
Cc1ccc2c(C)cc(Cl)nc2c1C was read as mcGAS lum -8, hcGAS lum -11 and NPYLR7 ag 20.
For O=C(COc1ccc(Cl)cc1Cl)N=Nc1c(O)[nH]c2ccccc12 the results were mcGAS lum -6, hcGAS lum 2&-8 and NPYLR7 ag -7&-1.
For O=C(NCC1CCCN(Cc2cccnc2)C1)c1cccc2ccccc12 (stereo not drawn) the results were hcGAS lum -10&-8 and NPYLR7 ag 10&-6.
For CC1CCCCN1c1ccc(S(=O)(=O)N2CCCCC2)cn1 (stereo not drawn) the results were hcGAS lum -5 and NPYLR7 ag 4.
O=C(c1cc(-c2ccccc2)nn1-c1ccc(F)cc1)N1CCc2ccccc2C1 was read as mcGAS lum 0, hcGAS lum -2 and NPYLR7 ag 8.
COc1ccc(-c2cc(C(F)(F)F)n3ncc(C(=O)Nc4cccnc4Cl)c3n2)cc1 was read as mcGAS lum -3, hcGAS lum -2 and NPYLR7 ag 7.
`COc1ccc2c(-c3c(-c4ccccc4)ncn3Cc3ncn[nH]3)cn(C)c2c1` gave hcGAS lum -7 and NPYLR7 ag 11.
`CN1OC(C)(CC(=O)NCc2nccs2)N=C1c1cccc2ccccc12` (stereo not drawn) gave hcGAS lum -4 and NPYLR7 ag 7.
For CCN1CCCC(NC(=O)CCc2ccc(Cl)s2)C1 (stereo not drawn) the results were mcGAS lum -5, hcGAS lum -8 and NPYLR7 ag 2.
For CC12CCC(C(=O)Nc3ncc(Cl)cc3Cl)(OC1=O)C2(C)C (stereo not drawn) the results were hcGAS lum -10 and NPYLR7 ag -3.
For CC1c2cccn2CCN1C(=O)c1cn2ccsc2n1 (stereo not drawn) the results were hcGAS lum -6 and NPYLR7 ag 4.
For CN(Cc1ccsc1)C(=O)Cn1c(=O)[nH]c2ccccc2c1=O the results were hcGAS lum -4 and NPYLR7 ag 0.
For CCc1ccccc1-n1ccc2nc(N3CCCCC3)ncc2c1=O the results were hcGAS lum -6 and NPYLR7 ag -10.
For CCC(=O)Nc1sc2c(c1C(=O)Nc1ccccc1)CCCC2 the results were mcGAS lum -6, hcGAS lum -2 and NPYLR7 ag -12.
NC(=O)NC(CC(=O)N1CCc2ccccc21)c1ccccc1F (stereo not drawn) was read as hcGAS lum -12 and NPYLR7 ag 8.
Screening COCC(C)NC(=O)c1c(C)oc(C)c1C (stereo not drawn) returned hcGAS lum -14 and NPYLR7 ag 9.
For Cn1c2c(c3ccccc31)C[C@H]1C[C@@H]2[C@@H](O)CN1Cc1ccccn1 the results were mcGAS lum -8, hcGAS lum -4 and NPYLR7 ag 24.
Screening CC(C)Nc1nc(NC(C)C)nc(N(C)C(N)=O)n1 returned mcGAS lum 0, hcGAS lum -2 and NPYLR7 ag -5.
Cc1cc(NC(=O)C2(C)CCN2C(=O)c2cc(C)n(C)n2)no1 (stereo not drawn) was read as mcGAS lum -2, hcGAS lum 3 and NPYLR7 ag -2.
`Cc1nonc1C1CCCN1C(=O)c1cc(COc2ccc3c(c2)CCCC3)on1` (stereo not drawn) gave mcGAS lum -9 and hcGAS lum -7.
Screening O=C(C(Br)=CNc1cc(Cl)cc(Cl)c1)C(F)(F)F returned hcGAS lum -4 and NPYLR7 ag 2.
Screening CCOC(=O)C(c1ccc(OC)c(OC)c1)C1C=CC(NC(=O)c2ccc(F)cc2F)C1 (stereo not drawn) returned mcGAS lum -4, hcGAS lum -4 and NPYLR7 ag -2.
CCOCCCN(CC(=O)N1CCc2sccc2C1c1ccccc1)S(=O)(=O)c1ccc(Cl)cc1 (stereo not drawn) was read as mcGAS lum -2, hcGAS lum 0 and NPYLR7 ag 11.
For Cc1cc(C(=O)N(C)CC2CCCN(CCc3ccccc3F)C2)no1 (stereo not drawn) the results were hcGAS lum -8 and NPYLR7 ag 3.
`CN(Cc1ccccc1Br)C(=O)c1ccc(O)c(Cl)c1` gave hcGAS lum 4&-10 and NPYLR7 ag 2&-15.
For COc1ccccc1-c1cc(C(=O)NC(C)c2ccccc2)n2nc(C(C)(C)C)cc2n1 (stereo not drawn) the results were mcGAS lum -5, hcGAS lum -4 and NPYLR7 ag 4.
Screening CCCCC(=O)N(C)c1c(C)nc2ccc(C(=O)N3CCN(C(=O)c4ccco4)CC3)cn12 returned mcGAS lum 0, hcGAS lum 0 and NPYLR7 ag -4.
O=C(CN(C(=O)c1ccco1)C1CC1)N(CCc1c[nH]c2ccccc12)Cc1ccc(Cl)c(Cl)c1 was read as mcGAS lum -5, hcGAS lum -4 and NPYLR7 ag 31.
`COC(=O)C1=C(O)/C(=C\c2ccc(OC)c(OC)c2OC)SC1=Nc1ccccc1F` gave mcGAS lum -1, hcGAS lum 1 and NPYLR7 ag -2.
Screening COCCNS(=O)(=O)c1ccc(OC)c(N2CCN(C(=O)c3ccccc3OC(F)(F)F)CC2)c1 returned mcGAS lum -7, hcGAS lum -6 and NPYLR7 ag 12.
Clc1ccc2nc(CSc3nc4ccccc4[nH]3)c(Cl)n2c1 was read as mcGAS lum 1, hcGAS lum 4 and NPYLR7 ag -8.
CCN(CC1CCN(CCc2ccccc2C)CC1)C(=O)/C=C/c1ccncc1 was read as mcGAS lum -8 and hcGAS lum -7.
`Cc1cc(N2C(=O)c3oc4ccccc4c(=O)c3C2c2ccccn2)no1` (stereo not drawn) gave hcGAS lum -7 and NPYLR7 ag 8.
`CN(C)CCNC(=O)[C@@]1(OCc2ccccc2F)CC(OCc2cccc(OC(F)(F)F)c2)[C@@H]2OC(C)(C)O[C@@H]2C1` (stereo partly drawn) gave mcGAS lum -5, hcGAS lum -10 and NPYLR7 ag 8.
For Nc1ccc(N2C(=O)c3ccccc3C2=O)c(Cl)c1 the results were mcGAS lum -2, hcGAS lum 2 and NPYLR7 ag 2.
For O=C(Nc1ncnc2sccc12)c1ccc(S(=O)(=O)N2CCOCC2)cc1 the results were mcGAS lum 0, hcGAS lum 3 and NPYLR7 ag -16.
O=C(O)C1C2C=CC3(CN(CCCN4CCOCC4)C(=O)C13)O2 (stereo not drawn) was read as hcGAS lum -12 and NPYLR7 ag 12.
Screening O=C(COc1coc(CN2CCN(Cc3ccccc3)CC2)cc1=O)NC1CCCC1 returned mcGAS lum -9, hcGAS lum -8 and NPYLR7 ag 3.
CCOC(=O)c1cc(-c2ccc(CC)cc2)n(-c2ccc(C(=O)NC(C)c3ccc(Br)cc3)cc2)n1 (stereo not drawn) was read as mcGAS lum -6, hcGAS lum -3 and NPYLR7 ag 1.
Screening COC(=O)c1c(C)[nH]c(C(=O)C(C)OC(=O)c2ccc(OC)nc2)c1C (stereo not drawn) returned hcGAS lum -11 and NPYLR7 ag 11.
`C=CCSc1nnc(NC(=O)CC23CC4CC(CC(C4)C2)C3)s1` gave mcGAS lum -9, hcGAS lum -5 and NPYLR7 ag 17.
Screening CC(NC(=O)C1CCN(C)C(=O)C1)c1nc2ccccc2n1C(C)C (stereo not drawn) returned hcGAS lum -7&4 and NPYLR7 ag -5&0.
For CCCCC(=O)Nc1nnnn1CCC the results were hcGAS lum -2 and NPYLR7 ag 0.
`CC1CN(C(=O)OC(C)(C)C)CC(C)N1CC(=O)N(C)CCC#N` (stereo not drawn) gave hcGAS lum -7 and NPYLR7 ag 6.
CN(C)C(=O)c1cccc(Oc2nc3ccccc3o2)c1 was read as hcGAS lum 1 and NPYLR7 ag -6.
For CCCc1cc(CN(C)C[C@@H]2CCCN3CCCC[C@H]23)[nH]n1 the results were hcGAS lum -8 and NPYLR7 ag 18.

Compounds shown so far with an aryl methoxy group:
COc1ccc2[nH]c3c(c2c1)CCN(C(=O)c1ccc(OC(F)(F)F)cc1)C3COCc1ccccc1 (stereo not drawn) was read as mcGAS lum -8, hcGAS lum -19 and NPYLR7 ag 13.
`CCc1ccccc1NC(=O)N(Cc1ccc(OC)c(OS(C)(=O)=O)c1)C(C)C` gave mcGAS lum 1, hcGAS lum 16 and NPYLR7 ag -11.
COc1ccc(-c2cc(C(F)(F)F)n3ncc(C(=O)Nc4cccnc4Cl)c3n2)cc1 was read as mcGAS lum -3, hcGAS lum -2 and NPYLR7 ag 7.
`COc1ccc2c(-c3c(-c4ccccc4)ncn3Cc3ncn[nH]3)cn(C)c2c1` gave hcGAS lum -7 and NPYLR7 ag 11.
Screening CCOC(=O)C(c1ccc(OC)c(OC)c1)C1C=CC(NC(=O)c2ccc(F)cc2F)C1 (stereo not drawn) returned mcGAS lum -4, hcGAS lum -4 and NPYLR7 ag -2.
For COc1ccccc1-c1cc(C(=O)NC(C)c2ccccc2)n2nc(C(C)(C)C)cc2n1 (stereo not drawn) the results were mcGAS lum -5, hcGAS lum -4 and NPYLR7 ag 4.
`COC(=O)C1=C(O)/C(=C\c2ccc(OC)c(OC)c2OC)SC1=Nc1ccccc1F` gave mcGAS lum -1, hcGAS lum 1 and NPYLR7 ag -2.
Screening COCCNS(=O)(=O)c1ccc(OC)c(N2CCN(C(=O)c3ccccc3OC(F)(F)F)CC2)c1 returned mcGAS lum -7, hcGAS lum -6 and NPYLR7 ag 12.
Screening COC(=O)c1c(C)[nH]c(C(=O)C(C)OC(=O)c2ccc(OC)nc2)c1C (stereo not drawn) returned hcGAS lum -11 and NPYLR7 ag 11.

Screening data from PubChem BioAssay.

Rows are unselected; overall some 0.27% were active at least once.
